Bioassay records (PubChem BioAssay)
GLA spleen mod = alpha-galactosidase A (human) modulation; P06280; actives 0.008% (n = 240,000); human spleen homogenate, 4MU-alpha-Gal fluorescence, 40 min; Potency, µM (series often up to 80 µM), without a hit: top-dose activity change, negative = inhibition, actives largely listed as inhibitors;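 further: 0% = enzyme with vehicle and -100% = no enzyme basal signal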
Target sequence (P06280 32-429 limits assumed): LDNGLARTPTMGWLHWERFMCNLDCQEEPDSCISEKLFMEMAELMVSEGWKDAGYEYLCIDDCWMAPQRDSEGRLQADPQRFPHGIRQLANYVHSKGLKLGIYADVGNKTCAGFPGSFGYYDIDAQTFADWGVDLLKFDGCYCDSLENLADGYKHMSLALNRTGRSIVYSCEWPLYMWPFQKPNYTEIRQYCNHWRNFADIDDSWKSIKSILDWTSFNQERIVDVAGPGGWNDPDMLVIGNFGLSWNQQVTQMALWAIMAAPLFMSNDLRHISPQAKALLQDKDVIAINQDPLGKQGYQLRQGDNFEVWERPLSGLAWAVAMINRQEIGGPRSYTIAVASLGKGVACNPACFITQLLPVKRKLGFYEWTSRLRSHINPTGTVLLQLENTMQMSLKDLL
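qHTS titration in buffer at pH 5.0. Alpha-galactosidase activity in spleen homogenate was measured via 4-methylumbelliferone release from 1 mM fluorogenic substrate after 40 min at 37C and a pH 10 stop. AC50 came from Hill fits of control-normalized data.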
HTT cytoprotect = cytoprotection in Huntington HTT-Q103 PC12 cell model; PC12 HTT-Q103 induced, cytoprotection, ATP luminescence, 40 h; Potency, µM (titrated, usually from 56.4 µM), for inactives: cytoprotection (ATP increase), actives largely listed as activators; actives 0.14% (n = 230,000);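 further: % of control where 0% means no effect; nearly all actives have a fitted effect of over 45% in size; toxic huntingtin expression switched on by the ecdysone agonist tebufenozide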
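Quantitative HTS on tebufenozide-induced (100 nM) PC12 cells expressing HTTQ103 exon 1–GFP; compounds tested as a concentration series; survival measured via cellular ATP.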
Tau ThT inhib = inhibitors of human tau fibril formation, thioflavin T binding | Potency, µM (highest dose often 57.4 µM), for the others: at the highest dose activity, negative = inhibition, usual class: inhibitors | actives 2.1% (n = 270,000) | AID 1460 | recombinant tau K18 P301L, heparin-induced fibrillization, ThT fluorescence | P10636; further: on the % scale 0 is the no-effect control and ±100 the full control effect; nearly all actives have a fitted effect of over 55% in size
Target sequence (P10636 561-689 P618L limits assumed): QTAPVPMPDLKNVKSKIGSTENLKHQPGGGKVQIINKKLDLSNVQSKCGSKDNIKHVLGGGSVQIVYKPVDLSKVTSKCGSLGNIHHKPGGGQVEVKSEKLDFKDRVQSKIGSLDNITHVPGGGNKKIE
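Heparin-induced fibrillization of the P301L-mutant K18 repeat-domain fragment of human tau was followed by ThT binding in quantitative high-throughput format.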
Tau fluor cs = counter-screen for tau fibril formation inhibitors; tau K18 P301L Alexa594 fluorescence, heparin fibrillization; Potency, µM (doses to about 57.7 µM), without a hit: top-dose activity change, negative = decrease; AID 1463; actives 0.93% (n = 280,000); further: on the % scale 0 is the no-effect control and ±100 the full control effect; nearly all actives have a fitted effect of over 55% in size
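Human tau K18 P301L (15 uM unlabeled, 0.24 uM Alexa 594-labeled) in 100 mM sodium acetate pH 7 with 20 uM heparin, 6 hr at 37 C. ThT 30 uM added, 1 hr ambient; Alexa 594 FP and total fluorescence read at 555/632 nm.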
GAA glycogen mod = GAA glycogen-cleavage inhibition or activation | recombinant GAA, glycogen substrate, Amplex Red glucose oxidase fluorescence | Potency, µM (series often up to 76.4 µM), for the others: top-dose activity change, negative = inhibition, most hits filed as inhibitors | actives 0.38% (n = 300,000) | AID 2100;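 further: 0% = full enzyme reaction and -100% = no-enzyme basal signal; the screen sought inhibitors and activators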
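Recombinant human alpha-glucosidase (4 nM final) hydrolysed bovine liver glycogen (30 ug) for 40 min at 37 C in pH 5.0 citrate/phosphate with 0.01% Tween-20. Released glucose detected by glucose oxidase/Amplex Red, Ex 573/Em 610 nm. Compounds up to 77 uM; AC50 from Hill fits.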
GAA spleen mod = lysosomal alpha-glucosidase (human) modulation; human spleen homogenate, 4-MU-alpha-glucoside fluorescence; AID 2112; Potency, µM (series often up to 79.9 µM), inactives show top-dose activity change, negative = inhibition, hits mostly inhibitors; actives 0.006% (n = 240,000);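 further: 0% = enzyme with vehicle and -100% = no enzyme basal signal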
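AC50 values come from Hill-equation fits of concentration-response data, normalized to no-enzyme and full-activity controls. Enzyme source: 1 ug human spleen homogenate; 1 mM fluorogenic 4-MU glucoside, pH 5.0 citrate buffer, 37 C, 40 min.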
Tau fibril FP = inhibitors of human tau fibril formation; P10636; K18 P301L tau heparin fibrillization, Alexa594 FP, 6 h; Potency, µM (top dose mostly 57.7 µM), for the others: top-dose activity, negative = inhibition, most hits filed as inhibitors; actives 0.39% (n = 280,000); AID 1468; further: on the % scale 0 is the no-effect control and ±100 the full control effect; nearly all actives have a fitted effect of over 55% in size
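Compound effects on tau fibrillization are measured by Alexa 594 fluorescence polarization (ex 555, em 632 nm). K18 P301L tau is used at 15 uM with 0.24 uM labeled tracer, and 20 uM heparin induces aggregation over 6 hr at 37 C.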
GAA inh = blocks human lysosomal alpha-glucosidase; P10253; purified human GAA, 4-MU-alpha-glucoside fluorescence; actives 0.005% (n = 200,000); Potency, µM (highest dose often 76.9 µM), for inactives: at the highest dose activity change, negative = inhibition, actives largely listed as inhibitors;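 further: plate controls were uninhibited enzyme wells for no effect and no-enzyme background for full effect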
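AC50 values come from Hill fits of compound titrations (up to 77 uM) against 4 nM human enzyme. Substrate 4-methylumbelliferyl-alpha-D-pyranoside at 400 uM, pH 5.0 citrate buffer, 20 min room temperature; fluorescence Ex 365/Em 440 after alkaline stop.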
Starred values were filed as active, the others as inactive; ? = inconclusive; · = no result given; & = joins results of further samples; [ ] = dose if it differs, or a comment. The call rests on the fitted dose curve; in most records, active means well fitted curve in the direction sought with a large enough effect; inconclusive means small, poorly fitted or top-dose-only effect, or another doubt; inactive means no such curve, though single readings can be large; an effect the other way counts as inactive or inconclusive. Potency means the concentration at half of the fitted maximal effect.

SMILES	GLA spleen mod	HTT cytoprotect	Tau ThT inhib	Tau fluor cs	GAA glycogen mod	GAA spleen mod	Tau fibril FP	GAA inh
COc1cccc(-n2nc3c(=O)n(Cc4ccccc4Cl)nc(C)c3c2C)c1	0%	-9%[10 µM]	-2%	1%	2%	0%	-2%	4%
Cc1c(NC=C(C#N)C#N)c(=O)n(-c2ccccc2)n1C	-3%	36%[10 µM]	-7%	-4%	-3%	4%	5%	8%
N#Cc1cccc(-c2cc(NCc3cccs3)ncn2)c1	?	-14%	0%	-6%	·	-5%	0%	·
Cc1cc(C(=O)O)c2c(=O)n(C)c(=O)n(C)c2n1	·	·	-3%	-8%	8%[76.3 µM]	·	-12%	·
c1ccc2oc(-c3[nH]ncc3CN(Cc3ccncc3)CC3CCCO3)cc2c1 (configuration not stated)	3%	20%[10 µM]	-2%	-2%	-4%	-3%	1%	8%
COc1ccc(S(=O)(=O)N(CCc2ccccc2)CC(=O)NCc2ccc(C)cc2)cc1	·	·	-2%	-14%	-15%[76.3 µM]	·	1%	·
CC(NS(=O)(=O)c1ccc(F)cc1)C(=O)NCc1ccncc1 (configuration not stated)	-9%	-4%[0.074 µM]	-1%	1%	-13%	-5%	-2%	-10%
Cc1cccc(NC(=O)C2CCN(S(=O)(=O)c3cccs3)CC2)n1	-7%	2%[10 µM]	5%	4%	5%	-5%	7%	?
COc1ccc(C2(C(=O)N3CCOCC3)CCOCC2)cc1OC	-10%	18%	3%	3%	3%	-6%	1%	1%
O/N=C/c1ccc2ccccc2c1	3%	-15%[10 µM]	3%	-10%	-13%	4%	-3%	-13%
COC(=O)CSc1nnc(CNc2nc(-c3ccccc3)cs2)n1C	1%	11%[10 µM]	-13%	-7%	-17%	1%	-1%	0%
N/C(=N\NC(=O)c1cccs1)c1cc2cc(Cl)ccc2oc1=O	7%	-5%[10 µM]	?	-21%	1%	-2%	-8%	·
Cc1ccc2cc(/C=C/C(=O)c3ccco3)c(Cl)nc2c1	9%	-32%[10 µM]	·	-2%	7%	-3%	18%	·
Cc1ccc(CNC(=O)c2cc3c(s2)-c2c(C)cccc2OC3)cc1	·	·	-9%	-5%	-1%[76.3 µM]	·	-8%	·
Cc1nn(CC(=O)OCCOc2ccc(Br)cc2)c(C)c1[N+](=O)[O-]	-7%	-12%[10 µM]	-9%	-19%	-4%	-6%	-5%	-5%
O=C(CCc1c[nH]c2ccccc12)NC1CC1	-9%	?	-5%	-9%	-3%	4%	7%	2%
Cc1cnc(C(=O)Nc2cc(S(=O)(=O)N3CCOCC3)ccc2N2CCN(C)CC2)cn1	-4%	11%[10 µM]	?	-14%	13%	1%	1%	?
Oc1ccc(N=Nc2ccc3c(c2)OCCO3)c2ncccc12	0%	-43%[10 µM]	?	?	2%	2%	6%	-21%
COC(=O)c1ccc(CSc2nnc(Nc3cccc(OC)c3)s2)o1	-7%	13%	-17%	?	2%	1%	?	1%
Cc1c(Nc2nc3ccccc3nc2NS(=O)(=O)c2ccccc2)c(=O)n(-c2ccccc2)n1C	-6%	-15%	-15%	2%	-19%	3%	10%	-2%
COc1ccc(-c2cc(C(F)(F)F)nc(S(=O)(=O)CCCC(=O)Nc3ccccc3C(F)(F)F)n2)cc1OC	·	·	-2%	-11%	14%[76.3 µM]	·	-15%	·
COc1ccc(-c2nc(CN3CCC(C(=O)NCCc4ccccc4)CC3)c(C)o2)cc1OC	·	·	-10%	-11%	-20%[76.3 µM]	·	-7%	·
CN(C)S(=O)(=O)N1CCCC(C(=O)c2ccc(C(F)(F)F)cc2)C1 (configuration not stated)	2%	6%[10 µM]	-11%	-23%	-13%	-5%	-10%	10%
COc1ccc(NC(=O)CSc2nc3ccccc3c(=O)n2CCC(=O)N2CCCCC2)cc1	-9%	11%	-14%	-23%	-5%	-2%	-1%	3%
O=C(CSc1nc2nccnc2c(=O)n1CCc1c[nH]c2ccccc12)Nc1ccccc1	·	·	?	-14%	-2%[76.3 µM]	·	-1%	·

Profiles from above:
COc1ccc(NC(=O)CSc2nc3ccccc3c(=O)n2CCC(=O)N2CCCCC2)cc1 across the screens: GLA spleen mod = -9%; HTT cytoprotect = 11%; Tau ThT inhib = -14%; Tau fluor cs = -23%; GAA glycogen mod = -5%; GAA spleen mod = -2%; Tau fibril FP = -1%; GAA inh = 3%
O=C(CSc1nc2nccnc2c(=O)n1CCc1c[nH]c2ccccc12)Nc1ccccc1 across the screens: GLA spleen mod = ·; HTT cytoprotect = ·; Tau ThT inhib = ?; Tau fluor cs = -14%; GAA glycogen mod = -2%[76.3 µM]; GAA spleen mod = ·; Tau fibril FP = -1%; GAA inh = ·

(list continues)
SMILES	GLA spleen mod	HTT cytoprotect	Tau ThT inhib	Tau fluor cs	GAA glycogen mod	GAA spleen mod	Tau fibril FP	GAA inh
O=C(CNS(=O)(=O)c1ccc(F)c(Cl)c1)N1CCCCCC1	-4%	12%[10 µM]	2%	5%	-3%	4%	1%	-4%
O=C(NCCc1ccccc1)c1cnc2n(c1=O)CCS2	-16%	-28%	-4%	-3%	1%	-19%	-12%	-8%
Cc1cc(-c2ccccc2)nc2cc(C(N)=O)nn12	6%	15%[0.074 µM]	-8%	-3%	2%	1%	-4%	-14%
CCOC(=O)c1ccc(S(=O)(=O)NCC(c2ccc(N(C)C)cc2)c2c[nH]c3ccccc23)cc1 (configuration not stated)	0%	-6%[10 µM]	1%	-9%	-5%	-7%	-4%	7%
O=C(COC(=O)C1(c2ccccc2F)CCCC1)N1CCc2ccccc21	-7%	5%[1.9 µM]	-4%	-11%	14%	-17%	?	0%
O=C(c1ccc(Cl)cc1[N+](=O)[O-])N(Cc1ccccc1)Cc1ccccc1	-6%	2%[10 µM]	-16%	-25%	-6%	-5%	14%	4%
O=C(NCCCN1CCCC1=O)c1ccc2c(=O)n(-c3ccccc3F)c(=S)[nH]c2c1	6%	-44%[inhibitor]	-3%	-3%	-15%	5%	-4%	3%
Cc1c(NC(=O)c2ccccc2NS(=O)(=O)c2ccc(Br)cc2)c(=O)n(-c2ccccc2)n1C	-9%	-11%	-8%	-5%	2%	-8%	?	-14%
COc1ccc(Cl)cc1NC(=O)c1cc(-c2ccc3c(c2)OCO3)on1	·	·	-13%	-7%	10%[76.3 µM]	·	1%	·
O=C(c1cc2c(=O)n3ccccc3nc2s1)N1CCOCC1	?	-1%	-2%	2%	0%	11%	-7%	?
CCOc1ccc(/C(O)=C2/C(=O)C(=O)N(CCCn3ccnc3)C2c2cccs2)cc1Cl (configuration not stated)	-1%	-8%	?	-14%	11%	-6%	-4%	-4%
O=C(c1ccc(S(=O)(=O)N2CCOCC2)cc1)N(c1ccc(F)cc1)C1C=CS(=O)(=O)C1 (configuration not stated)	-2%	7%[10 µM]	-1%	5%	5%	0%	11%	-4%
COc1ccc(Cn2c(-c3ccc(Cl)cc3)c[n+]3ccccc23)cc1	-7%	4%[1.9 µM]	-10%	-13%	13%	0%	-8%	-12%
O=C(Nc1cc(C(F)(F)F)ccc1N1CCOCC1)c1cccs1	-1%	-1%	-9%	0%	3%	1%	6%	-7%
CCOCCCNC(=O)C1CCC(CNS(=O)(=O)c2cccc3nsnc23)CC1 (configuration not stated)	2%	-12%[10 µM]	-1%	1%	-9%	-3%	-3%	4%
CSc1ncc(C(=O)NCc2ccc(Cl)cc2)c(C(F)(F)F)n1	·	·	-6%	-7%	9%[76.3 µM]	·	-5%	·
Cc1cc(NC(=O)CSc2nnc(Nc3ccccc3F)s2)no1	5%	-12%	5%	-8%	2%	8%	-8%	12%
COc1ccc(/C=C/C(=O)c2ccc[nH]2)c(OC)c1OC	0%	-6%[10 µM]	-18%	-7%	2%	-6%	4%	-13%
Cn1ccnc1SC(=O)N1c2ccccc2Sc2ccccc21	?	12%	-6%	-12%	-8%	-9%	6%	-3%
COc1ccc(/C=C(/C#N)C(=O)Nc2cc(C)ccc2C)cc1C(=O)O	12%	-18%	2%	4%	14%	-3%	0%	-1%
COc1ccc2c(c1)[nH]c1c(=O)n(Cc3ccccn3)cnc12	-7%	-24%	-11%	-4%	-4%	-6%	-4%	-4%[15.4 µM]
COc1cc(OC)c(N(C)C(=O)c2sc3nc4n(c(=O)c3c2C)CCCC4)cc1Cl	·	·	?	-19%	21%[76.3 µM]	·	?	·
Cc1ccc2nc(C)cc(C(=O)OCC(=O)Nc3c(C)n(C)n(-c4ccccc4)c3=O)c2c1	-1%	-24%	-3%	3%	-3%	4%	10%	0%
CC(C)(C)C(=O)Nc1ccc2nc(SCC(=O)N3CCCC3)sc2c1	·	·	-5%	-5%	-1%[76.3 µM]	·	6%	·
O=C(Nc1ccc(Cl)cc1)c1cnn2c1NC(c1ccccc1)=CC2c1ccccc1 (configuration not stated)	·	·	?	10µM*[quencher]	1%[76.3 µM]	·	?	·

Additional entries:
SMILES	GLA spleen mod	HTT cytoprotect	Tau ThT inhib	Tau fluor cs	GAA glycogen mod	GAA spleen mod	Tau fibril FP	GAA inh
O=C(Oc1c(-c2ccccc2)c(=O)n2c3c(cccc13)CC2)c1cccc([N+](=O)[O-])c1	1%	12%[10 µM]	?	?	0%	-6%	11%	·
CC(C)[C@H](NC(N)=O)C(=O)Nc1ccc(Oc2ccccc2)cc1	9%	?	-8%	-9%	2%	-3%	1%	-11%
CCOC(=O)c1ccc(NC(=O)Nc2ccc(F)cc2)cc1	12%	5%[10 µM]	?	?	-17%	-10%	?	-4%
Cc1nn(Cc2ccccc2)c(Cl)c1C(=O)OCC#N	1%	19%[10 µM]	3%	-1%	5%	6%	0%	-26%
NC(=O)C1CCN(C(=O)c2ccc(-c3ccccc3)cc2)CC1	9%	8%	-5%	-9%	4%	7%	-2%	-3%
CN1CCN(C(=O)c2ccccc2N(Cc2ccccc2)S(C)(=O)=O)CC1	4%	14%[0.074 µM]	11%	19%	2%	-6%	7%	1%
Cc1ccnc(SCC(=O)c2ccc([N+](=O)[O-])cc2)n1	-7%	8%[10 µM]	?	-17%	7%	-2%	-3%	-3%
O=C1OCCN1C(=O)[C@H]1[C@H](c2ccc(F)cc2)C(c2ccc(F)cc2)=NN1c1ccc(Br)cc1	22%&-4%	·	?	?	-10%	-5%&-5%	-14%&2%	3%
